High-throughput results as filed in PubChem BioAssay.
Salmonella PhoP GFP: PhoP regulon inhibitors, Salmonella typhi PhoP promoter GFP reporter, confirmatory (AID 1850) | 310,000 compounds, 0.33% hits | Salmonella Typhi PhoP-promoter GFP reporter, fluorescence, 4 h; higher % means a stronger effect | one-dose inhibition, % at 50 µM; IC50 in µM for titrated hits; in the data active = a potency from the dose series; inconclusive = inhibition mostly from about 25% at the one dose, without a potency; inactive = the rest, 99 in 100 with inhibition below about 19%;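 also: 0% = induced wells with vehicle and 100% = uninduced wells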
VEEV TC-83 Vero: inhibitors of VEEV TC-83 cytopathic effect, confirmation, Vero cells (AID 588727); one-dose inhibition, % at 20 µM; IC50 in µM for titrated hits; 350,000 compounds, 0.13% hits; Vero cells, VEEV TC-83 cytopathic effect inhibition; higher % means a stronger effect; in the data active = a potency from the dose series; inconclusive = inhibition mostly from about 14% at the one dose, without a potency; inactive = the rest, 99 in 100 with inhibition below about 12%; also: strong numbers were not always called active
influenza NS1A: H1N1 influenza NS1A inhibitors, functional cell based assay (AID 504329); NS1A functional cell-based assay, percent inhibition; higher % means a stronger effect; one-dose inhibition, % at 12.5 µM; IC50 in µM for titrated hits; 340,000 compounds, 0.3% hits; in the data active = a potency from the dose series; inconclusive = inhibition above about 27% without an active follow-up result; also: strong numbers were not always called active
tuberculosis growth: growth inhibition of non-replicating M. tuberculosis (AID 488890). Mycobacterium tuberculosis non-replicating, growth inhibition; higher % means a stronger effect. one-dose inhibition, % at 25 µM; IC50 in µM for titrated hits. 320,000 compounds, 0.39% hits; in the data active = a potency from the dose series; inconclusive = inhibition mostly from about 82% at the one dose, without a potency; inactive = the rest, 99 in 100 with inhibition below about 76%;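 also: plate controls were DMSO cells for no effect and high antibiotic wells for full effect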
H37Rv inhibition: M. tuberculosis growth inhibition, HTS (AID 449762) | M. tuberculosis H37Rv growth inhibition, 7H9 media; higher % means a stronger effect | 330,000 compounds, 0.59% hits | inhibition, % at 25 µM, or IC50 in µM where a hit was titrated; in the data active = a potency from the dose series; inconclusive = inhibition above about 70% without an active follow-up result;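 also: bacterial growth assessed after seven days of incubation; strong numbers were not always called active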
VEEV TC-83 Vero 10K pilot screen: second read-out of VEEV TC-83 Vero, no call of its own (marks repeat the call); inhibition, %; measured here: 10K pilot screen inhibition
* hit, by the source's call; i = inactive; ? = inconclusive; · = not tested or not shown.

A first look (19 entries):
SMILES	Salmonella PhoP GFP	VEEV TC-83 Vero	influenza NS1A	tuberculosis growth	H37Rv inhibition	others
CCCCC(=O)N1CCCC(C)C1 (configuration not stated)	-1%	0.2%	-20%	15%	-1%
CN(C)C1=NC[C@H](Cc2ccccc2)N1CCC1CCCC1	11%	i	13%	22%	1%
COc1ccc(OC)c(NC(=O)C2CCN(S(C)(=O)=O)CC2)c1	5%	0.6%	-3%	5%	5%
COc1ccccc1N1CCN(C(c2cccs2)c2nnnn2C2CCCC2)CC1 (configuration not stated)	13%	0.3%	-4%	41%	0%
COc1ccccc1N1CCN(C(=O)C(=O)c2cn(CC(=O)N3CCCC3)c3ccccc23)CC1	-13%	4.9%	20%	14%	-6%
CC1CCCCN1CC(O)c1c[nH]c2ccccc12 (configuration not stated)	0%	0.3%	-5%	-17%	-1%
CCN(CC(=O)Nc1c(F)cccc1F)C(=O)c1cc([N+](=O)[O-])ccc1N1CCCCC1	6%	8.4%	-1%	25%	-9%
COc1ccc(C(=O)N(Cc2nc(-c3ccc(C)cc3)no2)C2CCCCC2)cc1OC	-6%	i	-11%	18%	6%
C/C(=N\NC(=O)c1c(Cl)cnn1C)c1ccc(NC(=O)c2ccncc2)cc1	3%	i	7%	8%	10%
O=C(c1ccc(S(=O)(=O)N2CCC(c3nc4ccccc4[nH]3)CC2)cc1)N1CCOCC1	-7%	i	18%	12%	0%	VEEV TC-83 Vero 10K pilot screen=0.1
CCCN1C(=O)C(O)(C2COC(C)(C)CC2=O)c2ccccc21 (configuration not stated)	6%	0.8%	-9%	7%	7%
Cc1nc(=O)c(-c2ccccc2)c(C)n1-c1ccc(S(N)(=O)=O)cc1	-11%	i	1%	-2%	1%
CCN(c1cc(C)cc(C)c1)S(=O)(=O)c1nnc(NC(=O)C(C)C)s1	7%	0.2%	-3%	-8%	-1%
Cc1cc(C(F)(F)F)nn1CC(=O)Nc1ccc(Br)c2cccnc12	-10%	1.1%	7%	7%	-7%
CCCCNC(=O)CCNC(=O)c1ccc(C(C)(C)C)cc1	11%	1.4%	-7%	4%	-8%
Cc1ccc(O)c(C(=O)c2cnc3c(c2)CN(C)C(=O)N3)c1	-2%	3.1%	6%	55%	5%
CSc1nc2c(ccc3ccccc32)o1	-3%	3.5%	-11%	21%	7%
Cc1cc2nsnc2c(S(=O)(=O)N2CCN(C)CC2)c1C	-3%	0.1%	2%	-14%	-5%
CCN(CC)CCCNC(=O)c1oc2ccc3c(c2c1C)C(O)CC(C)(C)O3 (configuration not stated)	3%	i	1%	-4%	7%

The list itself (from the top)
SMILES	Salmonella PhoP GFP	VEEV TC-83 Vero	influenza NS1A	tuberculosis growth	H37Rv inhibition	others
CCCCC(=O)N1CCCC(C)C1 (configuration not stated)	-1%	0.2%	-20%	15%	-1%
CN(C)C1=NC[C@H](Cc2ccccc2)N1CCC1CCCC1	11%	i	13%	22%	1%
COc1ccc(OC)c(NC(=O)C2CCN(S(C)(=O)=O)CC2)c1	5%	0.6%	-3%	5%	5%
COc1ccccc1N1CCN(C(c2cccs2)c2nnnn2C2CCCC2)CC1 (configuration not stated)	13%	0.3%	-4%	41%	0%
COc1ccccc1N1CCN(C(=O)C(=O)c2cn(CC(=O)N3CCCC3)c3ccccc23)CC1	-13%	4.9%	20%	14%	-6%
CC1CCCCN1CC(O)c1c[nH]c2ccccc12 (configuration not stated)	0%	0.3%	-5%	-17%	-1%
CCN(CC(=O)Nc1c(F)cccc1F)C(=O)c1cc([N+](=O)[O-])ccc1N1CCCCC1	6%	8.4%	-1%	25%	-9%
COc1ccc(C(=O)N(Cc2nc(-c3ccc(C)cc3)no2)C2CCCCC2)cc1OC	-6%	i	-11%	18%	6%
C/C(=N\NC(=O)c1c(Cl)cnn1C)c1ccc(NC(=O)c2ccncc2)cc1	3%	i	7%	8%	10%
O=C(c1ccc(S(=O)(=O)N2CCC(c3nc4ccccc4[nH]3)CC2)cc1)N1CCOCC1	-7%	i	18%	12%	0%	VEEV TC-83 Vero 10K pilot screen=0.1
CCCN1C(=O)C(O)(C2COC(C)(C)CC2=O)c2ccccc21 (configuration not stated)	6%	0.8%	-9%	7%	7%
Cc1nc(=O)c(-c2ccccc2)c(C)n1-c1ccc(S(N)(=O)=O)cc1	-11%	i	1%	-2%	1%
CCN(c1cc(C)cc(C)c1)S(=O)(=O)c1nnc(NC(=O)C(C)C)s1	7%	0.2%	-3%	-8%	-1%
Cc1cc(C(F)(F)F)nn1CC(=O)Nc1ccc(Br)c2cccnc12	-10%	1.1%	7%	7%	-7%
CCCCNC(=O)CCNC(=O)c1ccc(C(C)(C)C)cc1	11%	1.4%	-7%	4%	-8%
Cc1ccc(O)c(C(=O)c2cnc3c(c2)CN(C)C(=O)N3)c1	-2%	3.1%	6%	55%	5%
CSc1nc2c(ccc3ccccc32)o1	-3%	3.5%	-11%	21%	7%
Cc1cc2nsnc2c(S(=O)(=O)N2CCN(C)CC2)c1C	-3%	0.1%	2%	-14%	-5%
CCN(CC)CCCNC(=O)c1oc2ccc3c(c2c1C)C(O)CC(C)(C)O3 (configuration not stated)	3%	i	1%	-4%	7%
CCCP(=O)(CCC)CCP(=O)(c1ccccc1)c1ccccc1	-2%	i	0%	-5%	2%
Nc1ccc(NC(=O)c2ccc(C(=O)Nc3ccc(N)cc3)cc2)cc1	-11%	0.3%	1%	-8%	-4%
CC(O)Cc1nsc(NC(=O)c2cccs2)n1 (configuration not stated)	-4%	1.2%	9%	-11%	-8%
CCOc1ccc(C(=O)NCC(=O)NNC(=O)c2cc(C)oc2C)cc1OCC	·	0.8%	5%	6%	-5%
O=C(Nc1cnn(Cc2c(Cl)cccc2Cl)c1)c1ccc([N+](=O)[O-])cc1	9%	0.8%	-1%	-11%	-3%
Nc1ncnc2c1ncn2[C@@H]1O[C@H](CO)C[C@@H]1O	2%	·	·	38%	32%

By substructure: the entries above with a Cl atom
SMILES	Salmonella PhoP GFP	VEEV TC-83 Vero	influenza NS1A	tuberculosis growth	H37Rv inhibition	others
C/C(=N\NC(=O)c1c(Cl)cnn1C)c1ccc(NC(=O)c2ccncc2)cc1	3%	i	7%	8%	10%
O=C(Nc1cnn(Cc2c(Cl)cccc2Cl)c1)c1ccc([N+](=O)[O-])cc1	9%	0.8%	-1%	-11%	-3%

(continued)
SMILES	Salmonella PhoP GFP	VEEV TC-83 Vero	influenza NS1A	tuberculosis growth	H37Rv inhibition	others
CN1CCN(C(=S)NC(=O)c2cccc(S(=O)(=O)N(C)C)c2)CC1	-4%	0.2%	-3%	20%	5%
Cc1nc(C(C)NC(=O)c2ccc(OC3CCN(Cc4ccccn4)CC3)cc2)c(C)s1 (configuration not stated)	5%	4.4%	-5%	16%	34%
COc1ccc2nc(SCc3cnc(C)nc3N)[nH]c2c1	-1%	0.1%	1%	14%	5%
Cc1ccc(Cn2cc(/C=C/C(=O)O)c(-c3ccccc3)n2)cc1	-6%	1.2%	-18%	-3%	-4%
Cc1ccc(NC(=S)N2CCCCC2CO)cc1C (configuration not stated)	-11%	0.8%	-6%	13%	1%
O=C(Nc1nc2ccc(SC(F)F)cc2s1)c1ccc(NS(=O)(=O)c2ccc(F)c(F)c2)cc1	-3%	9.3%	4%	33%	17µM*
CCOC(=O)c1ccccc1NC(=O)c1cncc(Br)c1	·	0.1%	1%	·	·
CCOc1ccc(C(=O)NC(=S)N2CCN(c3ccc(C(F)(F)F)cc3[N+](=O)[O-])CC2)cc1	6%	0.5%	-11%	-25%	3%
CN(C)S(=O)(=O)c1cc(NC(=O)COC(=O)C2COc3ccccc3O2)ccc1Cl (configuration not stated)	-2%	1.1%	1%	-9%	1%
CCOc1ccccc1C1CC(c2ccc(F)cc2)Nc2nc(N)nn21 (configuration not stated)	-7%	0.7%	0%	22%	0%
C=CCN1C(=NC(=O)COc2ccccc2)SC2CS(=O)(=O)CC21 (configuration not stated)	5%	1.2%	-2%	-7%	3%
Cc1ccc(C(=O)NCCn2cc(SCC(=O)N3CCOCC3)c3ccccc32)cc1	3%	1.6%	3%	-8%	-11%	VEEV TC-83 Vero 10K pilot screen=0.7
Cc1ccc2cc3cc(C(=O)NCc4ccco4)oc3nc2c1	3%	2.3%	18%	52%	21%	VEEV TC-83 Vero 10K pilot screen=0.6
Cc1ccc(-c2cnc3n2CCCCC3)cc1	4%	i	-9%	18%	1%
Cn1c(-c2cccc(Br)c2)cnc1NCc1ccccc1O	11%	2.7%	5%	?	42%
Cc1ccc(CN2CCN(C3CSCCSC3)CC2CCO)cc1 (configuration not stated)	-7%	i	-2%	-8%	0%
O=c1c2ccccc2n2c(-c3ccc(C(F)(F)F)cc3)nnc2n1Cc1ccccc1	-10%	0.3%	2%	-23%	-10%
Cc1cc(=O)n2[nH]c(-c3ccc(F)cc3)nc2n1	6%	0.5%	-1%	8%	0%	VEEV TC-83 Vero 10K pilot screen=0.3
CCn1c(SCC(=O)N2CCCC2)nnc1-c1ccc(S(=O)(=O)N2CCCCCC2)cc1	-3%	i	1%	10%	1%
CCCCN(CC)C(=O)Cn1ncc2c1-c1cc(C)ccc1OC2	1%	1.5%	0%	2%	0%	VEEV TC-83 Vero 10K pilot screen=0.0
O=C(Nc1ccc(F)c(F)c1)C1=COCCO1	-1%	1.2%	7%	-3%	1%
COc1c(C)cc(C(=O)C2CCCN(C(=O)c3cc(C4CC4)[nH]n3)C2)cc1C (configuration not stated)	-17%	i	10%	3%	12%
COc1cc(C(=O)OC(C)C(=O)Nc2ccc3c(c2)OCCO3)cc(OC)c1OC (configuration not stated)	·	8.8%	-12%	5%	10%
CCN(CC)C1CCS(=O)(=O)C1 (configuration not stated)	2%	0.8%	1%	0%	0%
CCc1sc(C(=O)NCCc2ccc(S(N)(=O)=O)cc2)cc1C	10%	2.9%	-11%	6%	4%
The results go on.
SMILES	Salmonella PhoP GFP	VEEV TC-83 Vero	influenza NS1A	tuberculosis growth	H37Rv inhibition	others
NN(CCO)C(=S)Nc1ccc(Cl)cc1	2%	0.1%	9%	42%	-6%
CCOC(=O)C1(CCCc2ccccc2)CCN(Cc2ccn[nH]2)CC1	-5%	i	-5%	12%	0%
O=C(NCCCCC(NC(=O)C1CCCCC1)C(=O)O)c1ccccc1 (configuration not stated)	12%	0.6%	2%	-5%	-17%
CC(=O)c1ccc(-c2ccccc2OC(F)(F)F)o1	0%	0.1%	-22%	-7%	-3%
CCOc1ccc(/C=N/NC(=O)C(C)N(c2ccc(OC)cc2)S(C)(=O)=O)cc1OCC (configuration not stated)	-5%	0.8%	-4%	10%	5%
Cc1ccc(N2C(=O)CC(Sc3ccccc3C(=O)O)C2=O)cc1 (configuration not stated)	-11%	i	15%	30%	-5%
O=C(CC(SCc1ccco1)c1ccc(O)cc1)c1cccs1 (configuration not stated)	-13%	9.1%	0%	35%	?
COc1ccc(NS(=O)(=O)c2cc(C(=O)N3CCC3)ccc2C)cc1	·	3.0%	2%	52%	-8%
CCc1nc2ccccc2c(C(=O)OC2CCOC2=O)c1C (configuration not stated)	-7%	5.9%	-8%	4%	-6%
O=C(NCC1CCCO1)c1sc2ccccc2c1Cl (configuration not stated)	-7%	i	40%	11%	-2%
Nc1c(C(=O)c2ccc(Cl)cc2)sc2c1c(=O)[nH]c(=O)n2-c1ccccc1	-14%	5.4%	18%	8%	3%
COc1c2c(cc3c1OCO3)CCN(C)C2	9%	0.8%	3%	-5%	-4%
CCc1ccccc1OCC(=O)NC1CCCC1	·	1.3%	2%	·	·
O=C(CSc1ccc2c(c1)OCCO2)NCC1CCCO1 (configuration not stated)	-6%	0.7%	-4%	0%	15%	VEEV TC-83 Vero 10K pilot screen=0.3
Cc1occc1C(=O)NNC(=S)Nc1ccccc1	-1%	5.4%	16%	-11%	-7%
O=C(CNC(=O)c1ccc(Cl)cc1Cl)OCc1nnc(-c2ccccc2)o1	-3%	1.6%	-11%	2%	2%
Cc1ccc(-c2nc(C3CCN(S(C)(=O)=O)CC3)no2)cc1	-4%	4.6%	-21%	9%	-6%
CC(=O)c1cccc(NC(=O)COC(=O)COc2c(Cl)cc(Cl)c3ccc(C)nc23)c1	4%	0.3%	1%	?	55%
O=C(CCc1ccccc1)N1C[C@H]2C[C@@H](C1)c1cccc(=O)n1C2	10%	0.8%	-7%	-1%	-9%
